HCMV antiviral: human cytomegalovirus inhibition. 4.5% of 410,000 active. HFF cells, HCMV-luciferase reporter, 72 h; hits give low values. activity change, negative = inhibition, % at 57.5 µM; in the data active = activity change below about -60%; inconclusive = no clear call, values can overlap the other calls; inactive = above about -39%; also: % is scaled to controls: 0 for no effect and ±100 for the full control effect
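Luciferase read-out from HCMV-luciferase-infected HFFs (MOI 1 PFU/cell) 72 h post infection at 37C; compounds added after 16 h cell attachment; activity normalized between buffer-only basal and Salinomycin (10uM) inhibitor controls.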
AMA1 RON2 block: AMA1-RON2 (P. falciparum) interaction inhibition; AlphaScreen AMA1-biotinylated RON2 peptide binding; Potency, µM (top dose mostly 58.2 µM), for inactives: at the highest dose activity change, negative = inhibition, most hits filed as inhibitors; 0.2% of 360,000 active;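 also: potency is read from the fitted curve at half-maximal effect; 0% = vehicle wells and -100% = peptide control; nearly all actives have a fitted effect of over 45% in size; some results filed as inactive show a strong effect at the top dose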
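AMA1 (3D7) with his tag at 25 nM final met compounds first, then biotinylated RON2 peptide at 25 nM; detection used donor plus acceptor beads, 10 µg/mL apiece, read by AlphaScreen after 30 min at room temperature.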
AmpC inh detg: inhibitors of E. coli AmpC beta-lactamase with detergent; Potency, µM (top dose mostly 114 µM), inactives show at the highest dose activity change, negative = inhibition, most hits filed as inhibitors; AmpC hydrolysis of nitrocefin, absorbance 480 nm, 0.01% Triton; AID 485294; 0.041% of 370,000 active; P00811;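 also: potency is read from the fitted curve at half-maximal effect; 0% = no-compound wells and -100% = no-enzyme wells; nearly all actives have a fitted effect of over 25% in size; some results filed as inactive show a strong effect at the top dose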
Target sequence (P00811 whole entry, looked up): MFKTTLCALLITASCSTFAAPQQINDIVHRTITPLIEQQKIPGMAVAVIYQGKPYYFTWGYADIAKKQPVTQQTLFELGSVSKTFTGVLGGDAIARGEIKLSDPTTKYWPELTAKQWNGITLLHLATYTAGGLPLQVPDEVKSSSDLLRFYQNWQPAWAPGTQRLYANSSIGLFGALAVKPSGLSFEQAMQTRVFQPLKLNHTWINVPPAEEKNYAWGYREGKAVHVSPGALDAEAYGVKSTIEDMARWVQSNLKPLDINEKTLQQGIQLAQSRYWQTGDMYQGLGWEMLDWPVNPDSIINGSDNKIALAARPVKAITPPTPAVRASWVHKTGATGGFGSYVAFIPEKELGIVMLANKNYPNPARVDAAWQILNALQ
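20 mM phosphate pH 7.0 + 0.01% (detergent screen) or 0.0001% Triton X-100; 5.3 nM AmpC reagent; cpd preinc 15 min RT; nitrocefin (800 uM stock) to start; A480 q20 s × 4 min; Activity was normalised to no-enzyme and no-compound control wells.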
Shiga toxin inh: Shiga toxin inhibition. Vero cells, Shiga toxin protein synthesis inhibition reporter. inhibition, % at 38.7 µM. 9.2% of 290,000 active. AID 2315; in the data active = inhibition mostly above about 28%, no sharp cut-off; inactive = mostly below about 43%; also: 0% is about no effect
Giardia FBPA inh: inhibitors of Giardia lamblia fructose-1,6-bisphosphate aldolase; 0.71% of 290,000 active; Potency, µM (titrated, usually from 59.6 µM), for inactives: at the top dose activity, negative = inhibition, actives largely listed as inhibitors; A8B2U2; purified Giardia FBPA; also: potency is read from the fitted curve at half-maximal effect; % is scaled to controls: 0 for no effect and ±100 for the full control effect; nearly all actives have a fitted effect of over 55% in size
Target sequence (A8B2U2 whole entry, looked up): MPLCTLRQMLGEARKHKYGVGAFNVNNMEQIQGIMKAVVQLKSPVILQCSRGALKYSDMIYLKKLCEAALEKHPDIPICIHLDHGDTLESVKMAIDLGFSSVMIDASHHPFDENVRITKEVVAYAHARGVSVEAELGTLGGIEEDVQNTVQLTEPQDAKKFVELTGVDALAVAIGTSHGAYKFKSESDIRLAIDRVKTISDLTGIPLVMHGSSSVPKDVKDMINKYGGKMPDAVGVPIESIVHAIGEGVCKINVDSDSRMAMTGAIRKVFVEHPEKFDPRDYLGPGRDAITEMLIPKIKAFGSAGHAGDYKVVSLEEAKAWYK
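Giardia FBPA (40 nM reagent) was preincubated 10 min at RT with compound (up to 57.5 uM final), then substrate plus GAPDH/TPI/NAD/arsenate coupling system with diaphorase/resazurin was added; resorufin fluorescence (525/598 nm) was read after 20 min.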
AmpC no deterg: blocks E. coli AmpC beta-lactamase in detergent-free assay; Potency, µM (top dose mostly 57.1 µM), for inactives: at the highest dose activity change, negative = inhibition, usual class: inhibitors; 0.52% of 330,000 active; AmpC nitrocefin hydrolysis, absorbance 480 nm, 0.0001% Triton; AID 485341;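 also: potency is read from the fitted curve at half-maximal effect; plate controls were no compound for no effect and no enzyme for full effect; nearly all actives have a fitted effect of over 20% in size; some results filed as inactive show a strong effect at the top dose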
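20 mM phosphate pH 7.0 + 0.01% (detergent screen) or 0.0001% Triton X-100; 5.3 nM AmpC reagent; cpd preinc 15 min RT; nitrocefin (800 uM stock) to start; A480 q20 s × 4 min; Activity was normalised to no-enzyme and no-compound control wells.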
CHX counter: counter-screen for Shiga toxin inhibitors: cycloheximide protein synthesis inhibition | max response, % | cell reporter, cycloheximide protein synthesis inhibition counterscreen | 12% of 300,000 active; in the data active = max response mostly above about 13%, no sharp cut-off; inactive = mostly below about 14%; also: read at 38.3 µM for the half of the compounds with a filed dose; 0% is about no effect
* marks the source's active call; other numbers are inactive results; ? = inconclusive; . = not tested or not shown; + = active, no number; & = joins results of further samples; ! = repeats disagree; [ ] = another dose, or the depositor's remark. Unless noted, calls follow the shape of the dose curve; as a rule, active = well fitted curve in the direction sought with a large enough effect; inconclusive = small, poorly fitted or top-dose-only effect, or another doubt; inactive = no such curve, though single readings can be large; an effect the other way counts as inactive or inconclusive.

SMILES	CHX counter	HCMV antiviral	Giardia FBPA inh	AMA1 RON2 block	Shiga toxin inh	AmpC no deterg	AmpC inh detg
COc1cc2cc(C(c3nnnn3C3CCCC3)N3CCCCCC3)c(=O)[nH]c2cc1OC (stereo not drawn)	-1	.	-12%	-9%	-8	73%[activator]	3%
O=C(O)CCN1C(=O)C2C3c4ccccc4C(c4ccccc43)[C@@H]2C1=O (stereo partly drawn)	1	22	13%	2%	25	19%	6%
COc1cc(OC)cc(-c2c(-c3ccc(F)cc3)c3cc(-c4ccc5c(c4)OCCO5)ccc3n2C)c1	.	?	.	-11%	.	-9%	.
COc1ccc(-c2csc(N3C(=N)SCC3=O)n2)cc1	49*	-35	-7%	30%	163*	-15%	-8%
CC(=O)N1N=C(c2ccccc2)CC1c1ccccc1 (stereo not drawn)	1	39	11%	5%	-11	-15%	?
CC1CN(C(=O)COC(=O)c2cccc(S(=O)(=O)N3CCc4ccccc43)c2)CC(C)O1 (stereo not drawn)	.	41	.	-1%	.	166%[activator]	.
CCCCNC(=O)N(O)C1N(/N=C/c2ccccc2F)C(=S)SC1(C)C (stereo not drawn)	-4	25	-11%	-2%	3	-24%	1%
CC(C)C(NS(=O)(=O)c1ccccc1)C(=O)N1CCCC1 (stereo not drawn)	-3	58	4%	0%	-4	-3%	-14%
O=C(CSc1nnnn1-c1ccccc1)NC(=O)NCc1ccco1	-2	-20	1%	0%	5	-27%	-4%
COc1cccc(/C=N/NC(=O)C(=O)N2CCCC2)c1O	61*	21	17%	-29%	+	2%	11%
S=C(Nc1cc(Cl)cc(Cl)c1)NC1CCN(Cc2ccccc2)CC1	-2	-100*	12%	?	-6	-33%	?
O=C(OCCc1cc2ccccc2c(=O)o1)c1cccs1	.	?	.	27%	.	-22%	-2%
COCc1ccc(C(=O)N(C)CC2CCCN(CCc3ccc(Cl)cc3)C2)o1 (stereo not drawn)	-4	-23	.	4%	-3	17%	9%
COc1ccc(CNC(=O)CSC(=S)N2CCCC2)cc1	.	-23	.	3%	.	-10%	?
O=C(/C=C/c1ccc(Cl)cc1)NCc1ccco1	25*	-64*	-11%	12%	94*	-22%	-10%
CCOc1ccc(C(=O)O/N=C(\N)c2ccc([N+](=O)[O-])cc2)cc1OCC	-4	-27	4%	14%	-12	-2%	?
CCc1ccc(OCC(=O)O/N=C(\N)c2ccncc2)c(Br)c1	46*	138	.	2%	85*	1%	2%
COC(=O)c1sccc1NC(=O)Nc1ccccc1C	6	3	.	-2%	-19	-37%	4%
COC(=O)c1c(C)nc(C)c(C(=O)OC)c1-c1ccsc1	2	-1	-2%	0%	-11	-11%	7%
CCN(CC)C(=O)c1ccc2c(=O)n(Cc3cccc(Br)c3)c(=S)[nH]c2c1	-2	-37	-2%	83%[activator]	-12	-16%	-2%
COc1ccc(O)c(/C=N/NC(=O)CN2CCS(=O)(=O)CC2)c1	5	-10	.	99%[activator]	-3	-9%	7%
Cc1cccn2cc(-c3cc4ccccc4oc3=O)nc12	53*	41	11%	24%	111*	1%	-6%
O=C(Cn1nnc(-c2ccccc2)n1)N/N=C/c1cc([N+](=O)[O-])c(Cl)cc1Cl	-2	-27	3%	24%	-1	-28%	?
CSC1=Nc2sc3c(c2C2=NCCN12)CCCC3	8	.	0%	.	-15	-3%	5%
CCCn1nnnc1SCC(=O)N(C(C)C)C(C)C	4	-5	6%	1%	2	-9%	2%
C[n+]1ccccc1C1CCCC/C1=N\Nc1ccc([N+](=O)[O-])cc1[N+](=O)[O-] (stereo not drawn)	-3	99	2%	-8%	7	16%	-4%
O=C(O)CCC(=O)NNC(=O)c1cccs1	18*	17	-1%	-19%	17	-9%	7%
O=C1c2ccccc2C(=O)N1Cc1nc2ccccc2c(=O)n1CCCn1ccnc1	1	?	6%	15%	-4	20%	-7%
CNC(=S)N1CCC(NC(=O)C(Cc2ccc(OC)cc2)NC(C)=O)CC1 (stereo not drawn)	-2	2	-4%	0%	-7	2%	?
COc1ccc(/C=N/n2cncn2)cc1COc1ccc(NC(C)=O)cc1	-1	-18	1%	-1%	10	-12%	-7%
Cc1ccc(S(=O)(=O)/N=C(\c2ccc(Cl)cc2)N2CCOCC2)cc1	-1	23	.	9%	17	39%	?
CN(C)c1ccc(S(=O)(=O)N2CCCCC2)cc1NC(=O)CN1C(=O)NC(C)(c2ccccc2)C1=O (stereo not drawn)	.	-8	.	-4%	.	6%	?
CSc1ccccc1NC(=O)c1ccc(N2CC3CC(C2)c2cccc(=O)n2C3)c(NC(=O)c2ccncc2)c1 (stereo not drawn)	-9	-33	14%	-12%	-3	134%[activator]	-10%
NC(=O)NCC(=O)N1CCC(C(O)(c2ccccc2)c2ccccc2)CC1	-3	-5	4%	-14%	-6	17%	5%
CC(=O)NC(Cc1ccc(C(C)C)cc1)C(=O)NC1CCN(c2nc(C)cc(C)n2)CC1 (stereo not drawn)	-2	-34	-2%	0%	-3	54%	-16%
CCCCNC(=O)CSc1nc2ccc(NC(=O)CSc3nnc(N)s3)cc2s1	2	-3	-1%	-8%	11	-4%	?
COc1ccc(-c2cc(C(F)(F)F)nc(S(=O)(=O)CCCC(=O)Nc3cccnc3Cl)n2)cc1OC	19*	24	-1%	-8%	13	40%	-8%
Cc1ccc(S(=O)(=O)N(C)CCCC(=O)Nc2cc(C)ccc2C)cc1	-1	-16	0%	-4%	20	17%	4%
CCn1cc(/C=C2\SC(=O)N(CC(=O)Nc3ccc4c(c3)OCO4)C2=O)c2ccccc21	-5	-4	1%	-1%	-7	-14%	-14%
OCC1(CCc2ccccc2)CCN(Cc2cccn2-c2cccnc2)CC1	-5	-26	1%	-1%	-11	38%	-6%
Cc1ccc(SCCN2CCN(CC(C)C)CCC2=O)cc1	31*!	15	3%&-2%	-8%	84*	57%	-4%
CN(C)c1cccc(C(=O)OCC(=O)N(C)c2ccccc2)c1	7	?	6%	-8%	-5	10%	-5%
COC(=O)c1cc(NC(=S)NCc2ccc(Cl)cc2)cc(C(=O)OC)c1	-6	-76*	-7%	30%	1	-30%	-11%
COc1ccc(CCNC(=O)c2cc3c(=O)n4ccccc4nc3n(CCN3CCOCC3)c2=N)cc1	-2	-21	-4%	2%	19	70%[activator]	-12%
Cc1cccc(C)c1NC(=O)CNC(=O)CCC(=O)N1CCOCC1	.	-10	.	6%	.	-13%	0%
O=C(CN(Cc1ccc(F)cc1)C(=O)CNS(=O)(=O)c1ccc(F)cc1)NCc1ccco1	-16	-37	10%	0%	-6	-3%	0%
O=C(CSc1nnc(C2CC2)n1-c1ccccc1)NCc1ccco1	-3	22	2%	-10%	6	-13%	-9%
CC(=O)N1CCN(C(=O)CCN(c2ccccc2)S(=O)(=O)c2ccc(C)cc2)CC1	.	-15	.	14%	.	27%	-4%
CC(=O)Nc1nc2ccccc2n1Cc1ccccc1Cl	-1	-96*	-12%	64%[activator]	-3	23%	0%
C=CCc1cccc(/C=N/NC(=O)CNc2cccc3ccccc23)c1O	0	-23	?	36%[activator]	3	-33%	?

(further entries)
SMILES	CHX counter	HCMV antiviral	Giardia FBPA inh	AMA1 RON2 block	Shiga toxin inh	AmpC no deterg	AmpC inh detg
CC(C)(C)NC(=O)Cn1c(SCC(=O)NC2CC2)nc2ccccc21	1	32	11%	-7%	-5	-20%	-1%
Cc1ccc(S(=O)(=O)N2CCN(C(=O)CSc3nc(N)cc(=O)[nH]3)CC2)c(C)c1	-4	0	-2%	14%	-5	-30%	-2%
Cc1ccc(-c2nn(-c3ccccc3Cl)cc2C(=O)NCC2CCCO2)cc1 (stereo not drawn)	.	-6	.	0%	.	10%	?
CS(=O)(=O)N1CCC(C(=O)c2cccc(Cl)c2)CC1	-2	-20	4%	-2%	-9	0%	?
COc1ccc(Nc2nc(C(F)(F)F)nc(C)c2C#N)cc1	-5	1	3%	1%	-11	-8%	1%
COc1cc2c(cc1OC)C1=C(C#N)CCC(=O)N1CC2	-3	-9	1%	-9%	-1	-6%	-5%
CCOC(=O)c1c(-c2ccc(F)cc2)csc1NC(=O)C1CCCO1 (stereo not drawn)	-3	-60*	-1%	-2%	-6	80%[activator]	-1%
O=c1[nH]c(=S)n(Cc2ccc(F)cc2)c(O)c1C=NCCCn1ccnc1	1	30	5%	-1%	-8	61%[activator]	2%
O=C(Nc1nc(-c2cccc3ccccc23)cs1)c1cnccn1	7	-29	3%	38%[activator]	42	10%	-4%
O=S(=O)(NCc1ccc(F)cc1)c1ccc2c(c1)OCCO2	0	21	1%	40%	-8	-9%	-14%

Three structures out of the list, arranged by molecular weight, low to high:
SMILES	CHX counter	HCMV antiviral	Giardia FBPA inh	AMA1 RON2 block	Shiga toxin inh	AmpC no deterg	AmpC inh detg
O=S(=O)(NCc1ccc(F)cc1)c1ccc2c(c1)OCCO2	0	21	1%	40%	-8	-9%	-14%
CC(C)(C)NC(=O)Cn1c(SCC(=O)NC2CC2)nc2ccccc21	1	32	11%	-7%	-5	-20%	-1%
CCOC(=O)c1c(-c2ccc(F)cc2)csc1NC(=O)C1CCCO1 (stereo not drawn)	-3	-60*	-1%	-2%	-6	80%[activator]	-1%

Next part:
SMILES	CHX counter	HCMV antiviral	Giardia FBPA inh	AMA1 RON2 block	Shiga toxin inh	AmpC no deterg	AmpC inh detg
CCn1c(SCC(=O)N2CCN(c3ccccc3)CC2)nc2c(c1=O)SC(C)C2 (stereo not drawn)	-3	-23	-4%	-16%	6	77%[activator]	-7%
C=CCSc1nc2ccccc2c(=O)n1C1CCOC(C)(C)C1 (stereo not drawn)	0	7	7%	-10%	18	40%	2%
CCn1c(=O)c2cc(S(=O)(=O)NCc3ccccc3)ccc2n(CC)c1=O	-2	-18	0%	-3%	-11	-1%	0%
Cc1ccc(N2C(=O)[C@@H]3[C@H](C2=O)[C@H]2C=C(C(=O)c4ccccc4)C=CN2[C@@H]3C(=O)c2ccc(Cl)cc2)cc1	0	4	-16%	3%	9	-33%	-11%
Cc1cc(C(=O)CCl)c(C)n1Cc1ccco1	21	-97*	-3%	-1%	43	-9%	2%
COc1ccc2[nH]cc(CCNC(=O)C3CCCNC3=O)c2c1 (stereo not drawn)	-6	-5	-18%	6%	-6	-9%	?
S=c1[nH]c(-c2ccccc2)cn1/N=C/c1ccc(Br)cc1	20*	-29	4%	112%[activator]	36	-44%	2%
CCOC(=O)c1cccc(NC(=O)CCNS(=O)(=O)c2ccc3c(c2)CCN3C(=O)CC)c1	-4	-14	6%	8%	26	2%	-3%
Cc1ccc2c(c1)sc[n+]2Cc1ccccc1	42*	29	-10%	?	82*	-20%	-12%
O=C(NCc1ccco1)Nc1ccc(OC(F)(F)F)cc1	18*	-15	-7%	-5%	20	-15%	9%
Cc1cccc(Oc2ccccc2NC(=O)CN2C(=O)NC3(CCCC3)C2=O)c1	.	-10	.	0%	.	-4%	-14%

Screening results: PubChem BioAssay, National Center for Advancing Translational Sciences (NCATS)
